MT stabilize HCS – microtubule stabilizers in HeLa cells, primary screen, imaging, high-content imaging; HeLa tubulin immunostaining HCS, 24 h; share of cells brighter than vehicle mean+2SD; % tubulin-high responders, % at 10 µM; 0.83% of 200,000 active;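 active means plate Z-score above 3 for both tubulin-high and condensed-nucleus cell shares, with cell loss under 80%, at 10 µM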;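 further: anti alpha tubulin signal scored within the nucleus-defined area of each cell; some results filed as inactive read as strong as hits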
Dynein cargo inh – inhibitors of GR-EGFP nuclear translocation, primary screen, dynein cargo transport inhibitor project, imaging, high-content, 3617.4 mouse cells. test concentration mostly 20 µM; stimulated with dexamethasone, 1 µM; active compounds read low. z-score, hits read low. 0.47% of 220,000 active. AID 1381, 2008;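 active means plate z-score of nuclear minus cytoplasmic receptor signal below a set negative limit, without overly bright fluorescence or cell loss, cut at about -3.5 in these data, passing the limit was not always enough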;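 further: z-score of nuclear minus cytoplasmic ring GR-EGFP intensity difference per well; some compounds called inactive have numbers as strong as hits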
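Buffer or medium: tet-free, stripped-serum medium; reagent: dexamethasone at 1.0 µM final, 30 min; incubation: 48 h induction, 1 h compound, 30 min dex at 37 °C; measured by: formaldehyde fixation, Hoechst nuclear stain, 10x automated fluorescence imaging; read-out: nuclear-to-cytoplasmic GR-EGFP distribution per well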
WT yeast gro inh – growth inhibition of WT strain, primary screen, mitochondrial fusion inhibitor project, WT and mutant strains, chemical genetic; inhibition, % at 10 µM; mitochondrial fusion phenotypic screen; 2.1% of 190,000 active; in the data active means inhibition above about 58%; tested in S. cerevisiae
M17LAP inhibition – P. falciparum M17LAP inhibitors, primary screen, biochemical, fluorogenic H-Leu-NHMec substrate, 1536-well (AID 1619). Leucine aminopeptidase (Plasmodium falciparum (isolate 3D7)). recombinant M17LAP, H-Leu-NHMec fluorogenic kinetic assay; higher % means a stronger effect. one-dose inhibition, % at 30 µM; IC50 in µM for titrated hits. 0.38% of 220,000 active;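 active means compound inhibiting the enzyme by more than half at any dose during confirmatory dose-response retesting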;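 further: plate controls were full reaction with DMSO carrier for no effect and no enzyme background for full effect; strong numbers were not always called active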
Yfh1-off respiration – enhancers of respiration in Yfh1-depleted yeast, dose response, Friedreich's ataxia, plus single-dose screen (AID 1465); S. cerevisiae Yfh1-off respiration, WST-1 reduction, 72 h; higher fold induction means a stronger effect; fold induction at 50 µM, or EC50 in µM where a hit was titrated; 0.074% of 220,000 active;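 active means fold induction of absorbance versus untreated yeast above a set limit, then at least 30% activation at any dose in follow-up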;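 further: activators that raise dye reduction in frataxin-depleted yeast; strong numbers were not always called active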
bCat nuc transl – modulators of beta-catenin nuclear translocation, primary screen, imaging, HeLa cells, immunofluorescence, high-content; 0.3% of 190,000 active; AID 1665, 2009; nuclear translocation activity, % at 5 µM;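 active means nuclear translocation activity above 50% at 5 µM, with a well cell count of 50 or more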;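 further: per-cell ratio of nuclear to cytoplasmic median beta-catenin stain intensity; plate controls were DMSO negative control for no effect and GSK-3 inhibitor IX positive control for full effect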
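assay system = human HeLa cells, endogenous beta-catenin | times = compound treatment 24 h, 37°C, 5% CO2 | detection = Anti-beta-catenin immunofluorescence on PFA-fixed, Triton-permeabilized cells, DAPI nuclei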
M1AAP inhibition – P. falciparum M1AAP inhibitors, biochemical, fluorogenic H-Leu-NHMec substrate, 1536-well (AID 1445). recombinant M1AAP, H-Leu-NHMec fluorogenic kinetic assay; higher % means a stronger effect. inhibition, % at 30 µM; hits with a dose series show IC50 in µM. 0.42% of 220,000 active;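 active means primary inhibition above the hit cutoff, then over 50% inhibition at one or more dose response concentrations, cut at about 23% in these data, passing the limit was not always enough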;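 further: plate controls were DMSO full reaction for no effect and no enzyme background for full effect; strong numbers were not always called active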
T cell modulator – modulators of CD8 T cell-vesicle binding, primary screen, mouse 2C CD8+ T cells, flow cytometry; 2C CD8+ T cell-vesicle binding; active compounds read low; AID 2052, 2009; calls only at 7 µM; 0.068% of 330,000 active;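 active means response, share of CD8 T cells binding vesicles, and their 90th percentile fluorescence all below set limits, cut at about 80% in these data, passing the limit was not always enough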
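Material: 2C TCR transgenic mouse naive CD8+ T cells, MACS-purified. Also added: QL9-charged Drosophila Ld/ICAM-1/B7-1 vesicles. Timing: binding 1.5 h at 37 °C. Measured by: high-throughput flow cytometry with anti-B7-1 and anti-CD8 staining. Read-out: percent CD8+ FL2 mean versus row control. Controls: Unloaded micro-vesicles (low), QL9 vesicles with 0.7% DMSO (high).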
Autophagy mod – autophagy modulators in MEF cells, primary screen, imaging, high-content, MEF GFP-LC3. MEF GFP-LC3 puncta imaging; test concentration mostly 10 µM. calls only at 10 µM (by protocol). 0.98% of 190,000 active;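 active means percentage of spot-positive cells more than 3 SD above its plate mean, without a fluorescence outlier flag or 80% toxicity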;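 further: spot-positive cell cutoff set from DMSO-treated cells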
WT yeast gro inh mutant strain – also measured in WT yeast gro inh; calls as there; inhibition, %; mitochondrial fusion phenotypic screen, mutant strain inhibition
Dynein cargo inh cytoplasmic EGFP – further read-out of Dynein cargo inh, marked with its call; z-score; measured here: cytoplasmic GR-EGFP intensity; active compounds read high
Dynein cargo inh nuclear GR-EGFP – recorded beside Dynein cargo inh, whose call it bears; z-score; measured here: nuclear GR-EGFP intensity;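 lower value marks the stronger effect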
Dynein cargo inh cell count – recorded beside Dynein cargo inh, whose call it bears; z-score; measured here: cell count per field
bCat nuc transl cell count 5 µM – recorded beside bCat nuc transl, whose call it bears; cell count; measured here: cell count, cytotoxicity flag
T cell modulator vesicle-bound % – further read-out of T cell modulator, marked with its call; double positive events, %; measured here: CD8+ vesicle-bound cell fraction;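 binding gate set so that unloaded-vesicle control wells show 10% double positive cells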
MT stabilize HCS Hoechst-high % – recorded beside MT stabilize HCS, whose call it bears; % Hoechst-high responders; measured here: nuclear condensation Hoechst responders;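 share of cells brighter than vehicle mean plus two SD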
MT stabilize HCS cytotoxicity % – second read-out of MT stabilize HCS, no call of its own (marks repeat the call); toxicity, %; measured here: cytotoxicity by cell density;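 0% = mean cell density of plate MIN control wells and 100% = no cells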
Autophagy mod cell loss 18 h – also measured in Autophagy mod; calls as there; toxicity, %; measured here: cell loss, nuclei count;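 cell loss after 18 h compound exposure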
An asterisk follows results filed as active; i = inactive; x = not tested or not shown; + = active, no number.

SMILES,Autophagy mod,Autophagy mod cell loss 18 h,T cell modulator vesicle-bound %,Dynein cargo inh cytoplasmic EGFP,bCat nuc transl cell count 5 µM,WT yeast gro inh,MT stabilize HCS cytotoxicity %,WT yeast gro inh mutant strain,MT stabilize HCS,bCat nuc transl,Yfh1-off respiration,Dynein cargo inh,M17LAP inhibition,Dynein cargo inh cell count,M1AAP inhibition,T cell modulator,Dynein cargo inh nuclear GR-EGFP,MT stabilize HCS Hoechst-high %
COc1ccccc1NC(=S)NCc1ccc(S(N)(=O)=O)cc1,i,8.6,18.8,-0.256,1106,-4.1,6.0,4.5,4.3,-0.5,i,0.186,-26.8%,0.143,4.8%,i,0.377,3.3
Cc1ccc(C)c(-n2nnnc2Sc2nnnn2-c2ccccc2)c1,i,-0.3,33.6,0.62,x,-42.5,9.8,-21.9,1.3,x,i,-3.16,0.8%,0.355,-13.2%,i,-1.77,2.1
CSc1ccccc1NC(=O)CSCc1ccc(C)cc1,i,-0.8,51.5,-0.215,1374,8.3,36.0*,21.7,30.5*,6.6,i,-0.339,-3.2%,0.289,-1.8%,i,0.368,18.4*
COc1ccc(CCNc2cc(N3CCN(C(=O)c4ccc(C)cc4)CC3)ccc2[N+](=O)[O-])cc1OC,i,6.5,12.5,-0.32,878,-8.0,7.4,-11.6,3.2,-1.7,i,-0.537,2.4%,0.862,8.2%,i,-0.59,3.9
C/C(N)=C(/C#N)C(=O)CSc1nncn1-c1ccccc1,i,18.7,41.2,-0.128,1116,-2.3,8.0,7.2,1.2,-2.9,i,0.123,8.8%,-1.13,-0.6%,i,0.0951,2.3
COc1cccc2sc(NNC(=O)C3COc4ccccc4O3)nc12 (stereo unspecified),i,-0.5,50.2,-0.333,1117,-1.2,3.5,4.5,1.6,-0.9,i,-0.111,13.7%,-0.267,-12.8%,i,-0.345,1.6
S=c1[nH]nc(NCCCN2CCOCC2)s1,x,x,21.1,-0.235,1188,x,x,x,x,1.4,i,0.0322,2.0%,0.802,-1.0%,i,-0.242,x
COC(=O)c1ccc(C(=O)N2CCCC(CNC(=O)c3ccccc3Cl)C2)cc1 (stereo unspecified),i,4.9,30.9,-0.314,932,-13.4,6.1,-6.1,3.0,-0.2,i,-0.438,x,1.01,x,i,-0.0433,1.6
CC(C)N(Cc1cc2ccccc2[nH]c1=O)C(=O)C1CCCCC1,+,17.5*,14.2,0.269,1178,-41.0,7.6,-40.7,1.3,-2.4,i,-0.398,1.2%,0.659,7.8%,i,-0.081,2.3
O=C(Cn1nnc(-c2ccccc2Cl)n1)N/N=C/c1ccc2c(c1)OCO2,i,13.9,34.2,0.161,x,36.1,5.7,17.5,0.7,x,i,0.323,14.8%,-1.12,0.2%,i,-0.03,2.3
CCOc1ccc(-n2nnnc2SCC(=O)NNC(=O)c2ccco2)cc1,i,16.7,37.1,-0.302,1218,-2.5,1.4,-6.4,1.5,-1.1,i,-1.22,-7.0%,0.587,-2.1%,i,-0.55,0.8
NS(=O)(=O)c1ccc(N=Cc2ccc(Br)s2)cc1,i,3.0,13.6,-0.233,965,-16.2,5.8,14.0,1.8,-1.4,i,0.641,5.1%,-1.02,9.7%,i,0.476,1.7
CCN(CCCNC(=O)CCCN1C(=O)COc2ccc(C)cc21)c1cccc(C)c1,i,-9.9,30.6,-0.281,995,34.6,7.8,16.1,5.0,-0.4,i,0.199,2.3%,-0.155,7.5%,i,0.268,3.2
O=C1CCCCCN1Cc1nnc(SCc2nc3ccccc3s2)n1-c1ccccn1,i,-9.2,14.9,-0.139,716,10.4,2.1,10.3,5.5,-1.9,i,0.229,3.3%,0.185,-5.5%,i,0.534,2.2
Cc1cc2cc(CN(Cc3ccco3)C(=O)C3CCCCC3)c(=O)[nH]c2cc1C,i,7.9,9.2,-0.366,987,-2.5,2.1,-38.8,3.5,-1.5,i,0.552,-2.5%,0.513,-1.6%,i,-0.203,2.0
O=c1cnnc(NCc2ccccc2)[nH]1,i,1.9,68.2,-0.278,x,-3.0,20.0,-1.9,3.6,x,i,-0.0314,-8.2%,0.367,-2.5%,i,0.103,2.6
Cc1onc(-c2ccc(Cl)cc2Cl)c1-c1csc(N/N=C/c2ccccc2)n1,x,x,15.7,-0.233,1126,x,x,x,x,-3.3,i,-0.236,-0.5%,0.425,4.4%,i,-0.346,x
Cc1c(Cl)cccc1NC(=S)Nc1ccccn1,i,20.3,41.0,0.31,1135,19.1,0.3,18.2,1.3,-0.4,i,-0.304,0.9%,0.235,-3.0%,i,0.00323,1.7
Cc1cccc(NC2=CC(=O)OC(C)C2)c1 (stereo unspecified),i,3.4,32.7,-0.267,1215,3.3,7.8,-5.6,3.2,0.7,i,-0.668,8.2%,0.732,-3.5%,i,-0.399,2.5
Cc1ccccc1N=Nc1ccc(O)c2ncccc12,i,18.0,19.6,-0.238,508,24.0,13.0,-10.2,10.0,-0.5,i,0.0462,-14.6%,-0.109,-6.4%,i,0.102,2.7
O=C(Nc1ccc(Cl)c([N+](=O)[O-])c1)c1ccc(NCCCN2CCOCC2)c([N+](=O)[O-])c1,i,13.9,26.2,-0.119,1035,5.7,2.7,9.7,2.2,0.8,i,0.57,1.9%,-0.036,-5.7%,i,0.583,1.7
CCCCCC(=O)N1CCCC(c2nc(-c3ccc(OC)cc3)no2)C1 (stereo unspecified),i,0.5,28.4,-0.256,1339,26.1,9.5,-13.1,2.9,-0.9,i,0.196,0.9%,0.314,2.0%,i,-0.838,1.8
O=[N+]([O-])c1ccc2c(c1)C(N1CCOCC1)/C(=C/COc1ccc(Cl)cc1Cl)O2 (stereo unspecified),i,5.7,19.1,-0.0989,1104,30.3,4.6,42.3,3.4,-2.3,i,0.69,-3.3%,-0.736,-4.6%,i,0.249,1.2
Cc1cc(OCC(=O)N[C@@H](Cc2ccccc2)c2nc3ccccc3[nH]2)ccc1Cl,i,2.0,43.9,-0.0911,1222,7.8,0.8,9.9,3.7,-1.4,i,0.451,-9.7%,-0.244,-2.5%,i,0.408,2.2
CC(=O)NC(CCS(C)(=O)=O)C(=O)Nc1ccc(F)cc1Cl (stereo unspecified),i,11.5,39.5,-0.332,1389,0.2,3.7,-2.7,5.1,-1.2,x,-0.374,-4.9%,0.437,-0.2%,i,-0.141,4.1
CCOc1cccc2sc(N(CCN(CC)CC)C(=O)c3cccc([N+](=O)[O-])c3)nc12,i,9.5,37.7,-0.303,1029,-2.1,6.9,11.2,2.8,-0.8,i,0.352,3.1%,0.05,2.8%,i,0.681,1.7
Cc1nn(-c2ccccc2)c(Cl)c1/C=N/NS(=O)(=O)c1ccc(Br)cc1,i,5.8,25.8,-0.243,544,58.2*,3.0,28.4*,2.9,-2.9,i,-0.831,10.5%,1.18,6.7%,i,-0.814,2.9
COc1ccc(NC(=O)COC(=O)c2ccc(OCc3ccc(Cl)cc3Cl)c(OC)c2)c(OC)c1,i,1.0,33.9,-0.0692,1045,-15.2,4.3,-2.5,4.2,-1.5,i,-0.571,8.4%,-0.838,11.3%,i,-0.245,3.5
O=C(O)c1cc2ncc(CCO)cn2n1,i,3.3,55.3,-0.329,1144,-8.9,8.0,4.1,2.0,-3.9,i,-0.12,3.1%,0.159,3.0%,i,0.375,2.3
O=C(CCC(=O)c1cccs1)Nc1nnc(C2CC2)s1,i,4.3,40.5,0.157,1103,-7.9,9.1,2.4,3.0,0.1,i,-0.791,-1.7%,0.681,10.8%,i,-0.236,3.1
O=C(CSc1nnnn1-c1ccccc1F)Nc1nc2ccccc2s1,i,20.7,4.3,-0.27,950,-19.0,8.7,4.3,1.6,-0.3,i,-0.757,9.9%,0.55,1.1%,i,-0.431,1.1

Part of the list above, with values under each structure.
Each structure is followed by: Autophagy mod | Autophagy mod cell loss 18 h | T cell modulator vesicle-bound % | Dynein cargo inh cytoplasmic EGFP | bCat nuc transl cell count 5 µM | WT yeast gro inh | MT stabilize HCS cytotoxicity % | WT yeast gro inh mutant strain | MT stabilize HCS | bCat nuc transl | Yfh1-off respiration | Dynein cargo inh | M17LAP inhibition | Dynein cargo inh cell count | M1AAP inhibition | T cell modulator | Dynein cargo inh nuclear GR-EGFP | MT stabilize HCS Hoechst-high %
> O=C(CCC(=O)c1cccs1)Nc1nnc(C2CC2)s1
    i | 4.3 | 40.5 | 0.157 | 1103 | -7.9 | 9.1 | 2.4 | 3.0 | 0.1 | i | -0.791 | -1.7% | 0.681 | 10.8% | i | -0.236 | 3.1
> COc1ccc(NC(=O)COC(=O)c2ccc(OCc3ccc(Cl)cc3Cl)c(OC)c2)c(OC)c1
    i | 1.0 | 33.9 | -0.0692 | 1045 | -15.2 | 4.3 | -2.5 | 4.2 | -1.5 | i | -0.571 | 8.4% | -0.838 | 11.3% | i | -0.245 | 3.5

Screens from PubChem.
